TNAP act hi DEA = TNAP (human) activation, high acceptor | purified TNAP, CDP-star luminescence, 1 M DEA, 30 min; active compounds read high; 0 = EDTA background, 1 = DMSO-only activity | activation factor at 20 µM | P05186 | 200,000 tested, under 10 active;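 active = activation factor at least 2 at 20 µM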
Target sequence (P05186 whole entry, looked up): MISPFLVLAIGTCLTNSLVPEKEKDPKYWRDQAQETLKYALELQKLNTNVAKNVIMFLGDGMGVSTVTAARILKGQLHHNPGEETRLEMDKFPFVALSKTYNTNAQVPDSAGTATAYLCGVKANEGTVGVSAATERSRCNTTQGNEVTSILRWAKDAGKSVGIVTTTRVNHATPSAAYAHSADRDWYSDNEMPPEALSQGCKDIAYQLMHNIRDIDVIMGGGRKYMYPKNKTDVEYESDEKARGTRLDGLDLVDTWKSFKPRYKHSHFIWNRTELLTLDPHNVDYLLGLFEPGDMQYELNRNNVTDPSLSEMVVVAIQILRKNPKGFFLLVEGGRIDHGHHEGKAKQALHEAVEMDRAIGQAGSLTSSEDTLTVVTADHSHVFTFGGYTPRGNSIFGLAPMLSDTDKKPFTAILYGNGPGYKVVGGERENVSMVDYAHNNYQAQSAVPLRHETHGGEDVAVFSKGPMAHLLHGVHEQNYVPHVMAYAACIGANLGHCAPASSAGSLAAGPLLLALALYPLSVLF
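system = human TNAP | amount = enzyme diluted 1/800 final | reagent = 100 µM CDP-star substrate | signal = luminescent substrate turnover signal | dosing = one dose, 20 µM | benchmarks = EDTA negative control, DMSO positive control | measure = activation factor | timing = 30 min reaction, room temperature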
TNAP inh noacc = inhibitors of human TNAP without phosphate acceptor; P05186; purified TNAP, CDP-star luminescence, 30 min; inhibition, % at 20 µM; 200,000 tested, 0.26% active; AID 1012;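 active = tissue-nonspecific alkaline phosphatase inhibition above about 50% at 20 µM in the single-dose screen, limit read from the data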;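 note: 0% = DMSO negative control and 100% = EDTA positive control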
PMI activator = activators of human phosphomannose isomerase; purified human PMI, coupled resazurin fluorescence, 20 min; active compounds read high; 1 = vehicle control, 0 substrate-free wells; 190,000 tested, 0.005% active; AID 1214; activation factor at 20 µM; P34949;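 active = activation factor of 2 or more at 20 µM, relative to plate controls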
Target sequence (P34949 whole entry, looked up): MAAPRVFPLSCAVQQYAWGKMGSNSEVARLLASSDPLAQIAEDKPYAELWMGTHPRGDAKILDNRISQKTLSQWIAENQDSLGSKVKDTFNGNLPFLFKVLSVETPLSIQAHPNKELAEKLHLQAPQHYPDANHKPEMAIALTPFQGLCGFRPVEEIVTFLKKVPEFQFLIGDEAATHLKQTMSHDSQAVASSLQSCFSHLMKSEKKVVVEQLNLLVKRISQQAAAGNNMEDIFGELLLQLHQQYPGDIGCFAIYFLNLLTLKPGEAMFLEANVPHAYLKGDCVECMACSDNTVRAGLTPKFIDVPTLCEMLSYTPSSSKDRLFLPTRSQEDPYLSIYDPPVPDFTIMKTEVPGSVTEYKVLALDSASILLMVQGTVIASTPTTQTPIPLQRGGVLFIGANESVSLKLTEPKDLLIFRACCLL
TNAP inh hiacc = TNAP (human) inhibition, high acceptor. P05186. purified TNAP, CDP-star luminescence, 1 M DEA. inhibition, % at 20 µM. 200,000 tested, 0.03% active. AID 1135;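 active = over 50% inhibition of tissue-nonspecific alkaline phosphatase at 20 µM in the single-dose screen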;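 note: plate controls were DMSO wells for no effect and EDTA-quenched wells as full inhibition for full effect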
bIAP activator = intestinal alkaline phosphatase (bovine) activation; purified bovine IAP, CDP-star luminescence, 30 min; active compounds read high; fold of DMSO-control signal, blank-subtracted; activation factor at 20 µM; 200,000 tested, 0.17% active;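 active = activation factor of 2 or more at 20 µM, a signal rise over negative controls twice the positive control's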
Diaph inh CS = inhibits diaphorase or chemically oxidizes, flagging diaphorase assay artifacts; diaphorase resazurin-to-resorufin fluorescence, NADH, 16 min; bacterial (C. kluyveri) enzyme, not human; inhibition, % at 20 µM; 190,000 tested, 0.69% active; AID 1217;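 active = primary screen inhibition at 20 µM above a set limit, cut at about 50% in these data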;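 note: plate controls were DMSO with full reaction for no effect and wells lacking NADH for full effect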
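Test system: bacterial diaphorase enzyme (C. kluyveri); Quantity: 0.14 U/mL diaphorase, enzyme working solution; Times: reaction incubation of 16 min at room temperature; Measured by: fluorescence of resorufin formed from resazurin, Ex 544/Em 590 nm; Benchmarks: positive control minus NADH, DMSO neutral control.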
Diaph act CS = diaphorase activation or chemical reduction counter-screen; Diaphorase/resazurin coupled assay, resorufin fluorescence, 16 min; active compounds read high; 1 = vehicle wells, 0 = NADH-free wells; activation factor at 20 µM; 190,000 tested, 0.005% active; AID 1229;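 active = diaphorase activity raised at least twofold by the compound at 20 µM; inactive = activation factor below 2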
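Material: purified diaphorase enzyme from Clostridium kluyveri / Medium: HEPES pH 7.4 buffer with MgCl2 and Tween 20 / Schedule: enzyme reaction of 16 min at room temperature / Measured by: resorufin fluorescence, excitation 544 nm, emission 590 nm / Evaluation: rise in resorufin formation, marking diaphorase activation or chemical reduction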
PMI act hi M6P = activators of human phosphomannose isomerase at near-saturating mannose 6-phosphate; P34949; activation factor at 20 µM; 190,000 tested, 0.34% active; coupled PMI enzyme assay, resazurin fluorescence, 20 min; active compounds read high; 1 = untreated enzyme, 0 = substrate-free blank;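 active = activation factor of 2 or more at 20 µM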
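Test system: human phosphomannose isomerase with PGI, G6PDH, diaphorase coupling enzymes / Doses: 20 µM compound, 1% DMSO / Times: enzyme reaction with compound 20 min at room temperature / Measured by: Diaphorase-driven resazurin-to-resorufin fluorescence, excitation 544, emission 590 nm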
bIAP inhibitor = blocks bovine intestinal alkaline phosphatase activity. purified bovine IAP, CDP-star luminescence, 30 min. 190,000 tested, under 10 active. inhibition, % at 20 µM;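 active = over 50% inhibition of intestinal alkaline phosphatase at 20 µM in the single-dose screen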
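Assay system: bovine IAP enzyme; medium: DEA buffer 100 mM, pH 9.8, with MgCl2 1.0 mM, ZnCl2 0.02 mM; doses: 20 µM single dose; incubation: enzyme reaction for 30 min at room temperature; detection: CDP-star luminescence signal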
L major viab = reduces viability of Leishmania major promastigotes; inhibition, % at 10 µM; 200,000 tested, 9% active; resazurin fluorescence viability; in the data active = inhibition above about 50%;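 note: promastigotes grown with compound for 44 hours at 28 °C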
Numbers without * were called inactive; / = no result given.

| structure | TNAP act hi DEA | TNAP inh noacc | PMI activator | TNAP inh hiacc | bIAP activator | Diaph inh CS | Diaph act CS | PMI act hi M6P | bIAP inhibitor | L major viab |
| --- | --- | --- | --- | --- | --- | --- | --- | --- | --- | --- |
| COC(=O)c1ccccc1NC(=O)COc1ccc(S(=O)(=O)NC(C)C)cc1 | 1 | -2 | 0.8 | 1 | 1.2 | 18 | 0.8 | 0.8 | -23 | -3 |
| CC(=O)N1CCN(c2ccc(Oc3ncnc4sccc34)cc2)CC1 | 1.1 | -18 | 1 | -9 | 1 | 12 | 0.9 | 0.9 | 4 | 9 |
| Cc1ccccc1NCC(=O)N/N=C/c1c[nH]c2ccccc12 | 1 | -24 | 0.9 | 3 | 1.5 | 18 | 0.8 | 1 | -47 | 9 |
| COc1cccc(-n2cc(CNCc3c(C(=O)N(C)C)nc4ccc(Cl)cn34)cn2)c1 | 1.1 | -8 | 0.9 | -7 | 1 | 12 | 0.9 | 0.9 | -2 | -2 |
| COc1cc(C(C#N)N2CCOCC2)ccc1O (centres undefined) | 1.1 | 8 | 1 | -6 | 1 | -17 | 1.2 | 0.7 | -1 | -4 |
| CN(Cc1nc(-c2ccccn2)no1)S(=O)(=O)c1ccccc1 | 1 | -9 | 1 | -2 | 1 | -3 | 1 | 1 | -2 | 5 |
| COc1ccc(NC(=S)N(CCCN2CCC(C)CC2)Cc2cccs2)cc1Cl | 1 | -11 | 1.1 | -1 | 0.9 | 0 | 1 | 1.1 | 14 | 99* |
| CCN(CC)CCNc1nc(-c2ccccc2)nnc1C(F)(F)F | 1 | -1 | 1 | -1 | 1.1 | -4 | 1 | 0.9 | -12 | 2 |
| COc1ccc(C)cc1N(C(=O)c1cccc(F)c1)c1nc2ccccc2s1 | 1 | -42 | 0.8 | -2 | 0.9 | 6 | 0.9 | 1 | 8 | 17 |
| CN(C)c1nccc(NCc2ccccc2)c1C#N | 1 | -8 | 1.1 | 1 | 0.9 | 1 | 1 | 1.1 | 14 | -3 |
| CC(C)(/C=N/NC(=O)CSCc1ccc(Cl)cc1)CCC#N | 1 | -6 | 0.8 | -2 | 1.2 | 13 | 0.9 | 0.9 | -21 | -5 |
| CC(CCc1ccccc1)NC(=O)C1CCN(S(=O)(=O)N2CCCCC2)CC1 (centres undefined) | 1.1 | -14 | 1 | -9 | 1 | 10 | 0.9 | 1 | 0 | 7 |
| O=C(O)C1CCN(C(=O)CSc2nc3ccccc3s2)CC1 | 1 | -12 | 0.9 | 0 | 1.1 | 7 | 0.9 | 1 | -10 | 2 |
| CN(C)c1ccc(/C=C(/NC(=O)c2ccccc2)C(=O)N/N=C/c2ccc([N+](=O)[O-])c(O)c2)cc1 | 0.8 | 14 | 0.7 | 16 | 0.5 | 35 | 0.6 | 0.7 | / | -1 |
| CCC(=O)N1C(C(=O)N2CCCC2)CSC1c1ccc(OC)cc1 (centres undefined) | 1 | -4 | 0.9 | 3 | 1 | 10 | 0.9 | 0.9 | -4 | -2 |
| COc1ccccc1NC(=O)C1=C(C)NC2=C(C(=O)CCC2)C1c1ccc2c(c1)OCO2 (centres undefined) | 1 | -7 | 1 | 1 | 1.1 | 9 | 0.9 | 0.9 | -8 | -1 |
| CC(c1ccccn1)N(CCN(C)C)C(=S)Nc1cccc(F)c1 (centres undefined) | 1 | -13 | 1.1 | -1 | 0.9 | -5 | 1 | 1.1 | 9 | 4 |
| CCOC(=O)C(NC(C)=O)(N1CCOCC1)C(F)(F)F (centres undefined) | 1.1 | -15 | 1 | -9 | 0.9 | 22 | 0.8 | 1 | 7 | -8 |
| Cc1ccc(-n2nnnc2SCC(=O)c2c(N)n(CC(C)C)c(=O)n(C)c2=O)cc1 | 1 | -6 | 0.9 | 0 | 0.9 | 15 | 0.8 | 0.9 | 8 | -2 |
| CCOC(=O)C1CCN(C(=O)c2ccccc2NS(=O)(=O)c2ccc(F)cc2)CC1 | 1 | -1 | 0.9 | 3 | 1.1 | 7 | 0.9 | 1.1 | -14 | 53* |
| CSc1ccccc1NC(=O)c1ccccc1C | 1 | -2 | 0.9 | 4 | 1.1 | 10 | 0.9 | 0.9 | -14 | -1 |
| COc1cccc(N2CCN(Cc3nc4ccccc4c(=O)[nH]3)CC2)c1 | 1 | -6 | 0.9 | 0 | 1.2 | 15 | 0.8 | 0.9 | -18 | 0 |
| O=C(Cn1c(=O)n(-c2ccccc2)c(=O)c2sccc21)N1CCCC1 | 1 | -12 | 1 | -1 | 1.1 | -8 | 1.1 | 1.1 | -15 | -7 |
| CN(C)S(=O)(=O)c1cccc(NC(=O)COC(=O)c2ccc(Br)o2)c1 | 1 | -6 | 1 | -3 | 1 | -8 | 1.1 | 1 | 2 | -4 |
| COc1ccccc1CNS(=O)(=O)c1c(C)noc1C | 1.1 | -11 | 0.9 | -5 | 1 | 24 | 0.8 | 0.6 | 1 | -2 |
| N#Cc1ccccc1NC(=O)Nc1cccc(Cl)c1 | 1 | -8 | 0.9 | 0 | 0.9 | 17 | 0.8 | 0.9 | 5 | -1 |
| Cc1ccc(C=C2C(=O)c3ccccc3C2=O)o1 | 0.9 | -11 | 1.2 | 8 | 1 | 11 | 0.9 | 1.2 | 4 | -5 |
| Cc1nn(Cc2cccc(F)c2)c(C)c1NC(=O)c1ccc(COc2ccccc2Cl)cc1 | 1.1 | -14 | 0.8 | -10 | 1.4 | 23 | 0.8 | 0.8 | -40 | 35 |
| CC(C)c1cc(N=NC(N)=O)cc(C(C)C)c1O | 0.6 | 34 | / | 36 | 0.5 | / | / | / | 49 | -3 |
| CCSc1nnc(NC(=O)C(C)(C(F)(F)F)C(F)(F)F)s1 | 1.1 | -3 | 1.1 | -8 | 1 | -4 | 1 | 1.2 | 2 | 1 |
| NS(=O)(=O)c1ccc(CCNC(=O)CSc2ncnc3ccccc23)cc1 | 1 | -1 | 0.9 | -2 | 0.9 | 15 | 0.9 | 1 | 6 | -5 |
| CCOC(=O)CNC(=S)N(CCCN1CCCCCC1)Cc1cccs1 | 1 | -12 | 1 | 0 | 1.1 | -15 | 1.2 | 1 | -8 | 73* |
| O=S1(=O)C=C(N2CCCCC2)c2ccccc21 | 1 | -10 | 0.9 | -2 | 0.9 | 17 | 0.8 | 0.9 | 6 | -4 |
| CN(C)c1ccc(C(=O)C(O)c2ccccc2)cc1 (centres undefined) | 1 | -8 | 1.1 | -1 | 0.9 | -5 | 1 | 1.1 | 10 | 5 |
| Clc1cccc(N2CCN(Cc3nnc(-c4ccccc4)o3)CC2)c1 | 1 | -3 | 0.9 | 2 | 1.2 | 11 | 0.9 | 1 | -16 | -6 |
| O=C1N=C(N2CCCCC2)S/C1=C\c1cn[nH]c1-c1ccccc1 | 1 | 17 | 1 | -1 | 0.4 | 21 | 0.8 | 1 | / | -1 |
| CCOC(=O)NC(=O)/C(N=Nc1cc(C)cc(C)c1)=C(\C)O | 1 | -7 | 1 | -4 | 1 | -3 | 1 | 1 | -4 | -5 |
| COc1ccc(OC)c(-c2[nH]nc3c2C(c2ccco2)C(C#N)=C(N)O3)c1 (centres undefined) | 0.9 | -5 | 0.9 | 10 | 0.9 | 17 | 0.8 | 0.9 | 8 | 37 |
| O=C(N/N=C/c1ccc(OCc2ccccc2)cc1)c1ccc(O)cc1 | 1 | -4 | 0.9 | -2 | 1 | 18 | 0.8 | 1 | -4 | 12 |
| O=C(Nc1ncc2c(n1)-c1ccccc1CC2)c1ccccc1 | 1 | -6 | 1 | 3 | 0.9 | 14 | 0.9 | 0.9 | 10 | 24 |
| CC(=O)Nc1nc(SCC(=O)Nc2nnc(C)s2)[nH]c(=O)c1NC(=O)c1cccs1 | 1.1 | -2 | 1.3 | -6 | 1.1 | -2 | 1 | 1.2 | -9 | -3 |
| CN(C)CCC(O)(c1ccccc1)c1ccccc1 | 1 | -10 | 1 | 1 | 0.9 | 6 | 0.9 | 1 | 8 | 7 |
| COc1ccc(-c2csc(NC(=O)c3ccccc3C(=O)O)n2)cc1 | 1.1 | -9 | 1.1 | -5 | 1 | 5 | 0.9 | 1 | 4 | 0 |
| Cc1cccc(N2C(=O)CC(Sc3ncn[nH]3)C2=O)c1 (centres undefined) | 1 | -39 | 0.7 | 1 | 1 | 8 | 0.9 | 1 | 1 | 2 |
| CCCCC(=O)Nc1cccn2ncnc12 | 1 | -6 | 1.1 | -2 | 1 | 5 | 0.9 | 1 | -2 | 8 |
| Cc1ccccc1OCc1nnc(SCC(=O)N2c3ccccc3Sc3ccc(Cl)cc32)o1 | 1 | -8 | 0.8 | -2 | 0.7 | 19 | 0.8 | 0.9 | 26 | 11 |
| Cc1cccc(OCc2nc(C#N)c(NCCN(C)C)o2)c1 | 1 | -14 | 0.9 | -3 | 1 | -12 | 1.1 | 1 | -3 | -8 |
| Cc1cc(C)cc(NC(=O)NC(C)C2CCCO2)c1 (centres undefined) | 1.1 | -10 | 1.1 | -8 | 1.1 | -13 | 1.1 | 1.1 | -8 | -11 |
| Cc1ccc(NC2=NC(c3ccccc3)n3c(nc(C)cc3=O)N2)cc1 (centres undefined) | 1 | -5 | 0.8 | 0 | 1.1 | 24 | 0.8 | 0.8 | -14 | -3 |
| CCOC(=O)C1CCN(C(=O)COc2ccc(S(=O)(=O)NC(C)C)cc2)CC1 | 1 | -6 | 0.9 | -2 | 1 | 7 | 0.9 | 1 | -1 | -1 |
| COc1cccc(C(=O)NCc2cn3ccsc3n2)c1 | 1.1 | -15 | 0.9 | -8 | 0.9 | 18 | 0.8 | 0.9 | 12 | -6 |
| CCCOc1ccc(CCC(=O)O)cc1 | 1.1 | -4 | 0.9 | -6 | 1.1 | -3 | 1 | 0.9 | -6 | -5 |
| COC(=O)c1ccc(CSc2nnc(NCc3ccccc3)s2)o1 | 1.1 | -4 | 1.1 | -10 | 0.7 | 22 | 0.8 | 1 | 26 | 48 |

Sorted by heavy-atom count (low to high): part of the list above
| structure | TNAP act hi DEA | TNAP inh noacc | PMI activator | TNAP inh hiacc | bIAP activator | Diaph inh CS | Diaph act CS | PMI act hi M6P | bIAP inhibitor | L major viab |
| --- | --- | --- | --- | --- | --- | --- | --- | --- | --- | --- |
| CCOC(=O)C(NC(C)=O)(N1CCOCC1)C(F)(F)F (centres undefined) | 1.1 | -15 | 1 | -9 | 0.9 | 22 | 0.8 | 1 | 7 | -8 |
| Cc1ccc(NC2=NC(c3ccccc3)n3c(nc(C)cc3=O)N2)cc1 (centres undefined) | 1 | -5 | 0.8 | 0 | 1.1 | 24 | 0.8 | 0.8 | -14 | -3 |
| COc1ccc(NC(=S)N(CCCN2CCC(C)CC2)Cc2cccs2)cc1Cl | 1 | -11 | 1.1 | -1 | 0.9 | 0 | 1 | 1.1 | 14 | 99* |
